# Compound activity deposited in PubChem by National Center for Advancing Translational Sciences (NCATS).
# S3 lipid droplet – qHTS Assay for Lipid Storage Modulators in Drosophila S3 Cells; Potency in µM for hits, for the others lipid storage change, negative = inhibition, % at the top dose, mostly 46.1 µM; Drosophila S3 cells, BODIPY lipid droplet fluorescence, 18-24 h; cells fed with added oleic acid; hit rate 0.64% among 320,000; active means well fitted inhibition curve with a large enough effect in the signal ratio, with a control signal flat, not every such curve was filed as active; inconclusive means small, poorly fitted or top-dose-only effect, or effect the other way, or a change in a side signal; the % refers to the signal ratio
#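 Drosophila S3 cells got compounds at several concentrations plus oleic acid (400 uM solution). Laser-scanning cytometry with 488 nm excitation read lipid droplets at 500-530 nm and cells at 575-640 nm. Percent activity was relative to 20 uM Triacsin C.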
# S3 lipid droplet cell count max – also measured in S3 lipid droplet; calls as there; cell number change, %; measured here: cell count max response;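 cells counted by Cell Tracker Red CMTPX staining in the red channel; peak over a dose series mostly up to 46.1 µM; percent activity relative to internal control wells on each plate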
# Active calls of the source: *; i = inactive; ? = inconclusive; . = not tested or not shown. On the % scale 0 is the no-effect control and ±100 the full control effect; potency means the concentration at half of the fitted maximal effect. These rows are one share of the data. The share of hits here may be higher or lower than overall.
SMILES,S3 lipid droplet,S3 lipid droplet cell count max
Oc1ccccc1CN1CCC(C(O)(c2ccccc2)c2ccccc2)CC1,-2.1%,4.2
Cc1ccc(CNC(=O)C2CC(=O)N(c3ccc(OCC(=O)N4CCCC4)cc3)C2)cc1 (stereo not given),?,.
Cc1nc2c(-c3ccc(F)cc3)c(C)nn2c(C)c1CCC(=O)Nc1ccccc1,-13.7%,.
Clc1ccc(N/N=C/c2cccs2)nn1,21.3%,.
C[C@@H]1NC(=O)c2cc([N+](=O)[O-])cc(I)c2NCCCC[C@@H](C(N)=O)NC(=O)[C@H](CC(N)=O)NC1=O,-0.6%,-14.7
O=C(Nc1nc(-c2ccccn2)cs1)c1cc2ccccc2o1,?,.
O=c1oc(/C=C/c2ccccc2)nc2sc3c(c12)CCC3,i,-0.5
Cc1noc(C)c1COC(=O)C1COc2ccccc2O1 (stereo not given),-8.0%,-6.0
Cc1[nH]c(=S)c(C#N)c(-c2ccco2)c1C(=O)N(C)C,7.3%,22.3
CC(C)c1nnc(NC(=O)c2cccs2)s1,i,.
Cc1cc[n+](Cc2ccc([N+](=O)[O-])cc2)cc1,-6.4%,-4.9
Cc1nc(N)nc(COc2ccccc2)n1,?,.
CN(C)c1cc[n+](CC(=O)c2ccc(Br)cc2)cc1,4.4%,9.6
COc1ccc2c(c1)c(C(=O)CN1CCN(Cc3ccccc3)CC1)c(C)n2C,12.1%,4.8
CN(CC(=O)NCCc1ccccc1)S(=O)(=O)c1ccc(Br)cc1,-7.2%,-0.7
OC(c1ccccc1)C1CN(Cc2ccccc2)CCC1(O)c1ccccc1 (stereo not given),?,.
O=C1C2C3C=CC(C3)C2C(=O)N1c1ncn[nH]1 (stereo not given),i,5.2
Cc1ccc(C(=O)NC2CCCCCCC2)c(Cl)c1,?,.
Cc1ccc(NC(=O)N2CCCC2c2cccs2)cc1 (stereo not given),?,.
O=C1C2C3c4ccccc4C(c4ccccc43)C2C(=O)N1CN1CCOCC1 (stereo not given),?,.
COc1ccc(CCNC(=O)c2ccc(CN3CCC(Cc4ccccc4)CC3)cc2)cc1,?,.
O=C(c1ccc(NS(=O)(=O)c2ccc(F)cc2)cc1)N1CCCCCC1,?,.
Cc1cccc(C)c1NS(=O)(=O)c1ccc(OCCNS(C)(=O)=O)cc1,-5.1%,-0.2
N#Cc1cc2c(nc1SCc1cccnc1)CCCCC2,?,.
CCCNC(=O)NC1CCCc2ccccc21 (stereo not given),?,.
C=CCOC(=O)C1=C(C)NC(SCC(=O)Nc2nccs2)=C(C#N)C1c1cccs1 (stereo not given),i,7.0
O=S(=O)(NC(=S)c1ccccc1)c1ccc(F)cc1,22.0%,3.4
COc1cc(CCC(=O)OCC(=O)Nc2ccc(C)cc2Br)cc(OC)c1OC,?,.
Cc1cc([N+](=O)[O-])ccc1NC(=O)C(C)NC1CCCCC1 (stereo not given),?,.
CC(=O)c1c(C(C)=O)c(C)n(-c2nc(-c3ccc(Br)cc3)c(C)s2)c1C,?,.

# Looked up one by one from the entries so far (2):
SMILES,S3 lipid droplet,S3 lipid droplet cell count max
Cc1cc([N+](=O)[O-])ccc1NC(=O)C(C)NC1CCCCC1 (stereo not given),?,.
CCCNC(=O)NC1CCCc2ccccc21 (stereo not given),?,.

# Part of the list above in a different format.
molecule	S3 lipid droplet	S3 lipid droplet cell count max
CC(=O)c1c(C(C)=O)c(C)n(-c2nc(-c3ccc(Br)cc3)c(C)s2)c1C	?	.
O=C1C2C3c4ccccc4C(c4ccccc43)C2C(=O)N1CN1CCOCC1 (stereo not given)	?	.
Cc1cccc(C)c1NS(=O)(=O)c1ccc(OCCNS(C)(=O)=O)cc1	-5.1%	-0.2
COc1ccc(CCNC(=O)c2ccc(CN3CCC(Cc4ccccc4)CC3)cc2)cc1	?	.
C=CCOC(=O)C1=C(C)NC(SCC(=O)Nc2nccs2)=C(C#N)C1c1cccs1 (stereo not given)	i	7.0

# The list continues.
SMILES,S3 lipid droplet,S3 lipid droplet cell count max
CC1(c2ccc(Cl)cc2Cl)NC(=O)N(CC(=O)NC2CCCCC2)C1=O (stereo not given),?,.
COc1ccc(CNC(=O)Cn2c(=O)n(CC(=O)N3CCCCC3)c(=O)c3sccc32)cc1,?,.
O=c1c2ccccc2nc2oc3ccccc3n12,-4.2%,4.8
Cc1cccc(NC(=O)CNC(=O)c2cccc(-n3cccc3)c2)c1C,?,.
O=C(CSc1ncn[nH]1)c1cc2ccccc2o1,?,.
COc1ccc(C)cc1NC(=S)N1CCOCC1,57.8%,2.2
N#C/C(=C/c1ccc(Sc2nc3ccccc3[nH]2)o1)c1cccc(Br)c1,?,.
CC(=O)N1CCN(C(=O)COc2ccc3oc4c(c3c2)CCCC4)CC1,i,.
O=C(O)Cn1c(COc2ccc(Cl)cc2)nc2ccccc21,-14.8%,9.0
CC1(C)CC(=O)C=C(NCC(O)c2ccccc2)C1 (stereo not given),-5.5%,9.3
CC1=C(C(=O)OCC(C)C)C(c2ccc(F)cc2)NC(=O)N1 (stereo not given),8.2%,-28.1
CCn1nc(NS(=O)(=O)c2ccc(C)cc2)c2cc3ccccc3nc21,i,-13.7
O=S(=O)(NCCNS(=O)(=O)c1ccccc1)c1ccccc1,?,.
CCOC(=O)c1c(C)c(C(=O)NCCc2ccc(S(N)(=O)=O)cc2)c(C)n1CC,4.2%,-15.0
Cc1ccc(NC(=O)N2CCCCC2)cc1NC(=O)N1CCCCC1,-4.1%,4.9
CCN(CC)c1ccc(NC(=O)c2cnn(CC)c2)cc1,-5.3%,-11.9
Cc1c(C)c2ccc(OCC(=O)NCCN3CCOCC3)cc2oc1=O,-5.2%,5.6
CCCCCc1cc(=O)oc2c(C(CCN(CC)CC)c3cc(OC)c(OC)c(OC)c3)c(OC)cc(OC)c12 (stereo not given),?,.
COc1ccc([C@H]2CC(=O)C=C(c3ccccc3)C2)cc1,?,.
Cc1cc(C)nc(Sc2ncnc3c2oc2ccccc23)n1,i,29.0
C=C(C)CSc1nnc(-c2ccc(OC)cc2)n1N,-8.2%,-25.8
COc1cccc(CN(C)Cc2c(O)ccc3ccccc23)c1,i,-22.9
Cc1csc2c(=O)sc(NC(=O)c3ccc(F)cc3)nc12,21.1%,-0.2
S=C1NCCc2ccccc2C1c1ccccc1 (stereo not given),-6.9%,-11.3
O=C(O)CSc1nnc(Cc2cccc3ccccc23)n1-c1cc(C(F)(F)F)cc(C(F)(F)F)c1,-3.7%,7.9
CC(C)c1nnc(-c2ccc(Cl)cc2)c(N(C)C)n1,-13.5%,2.9
Cc1ccc(NC(=O)C2(c3ccccc3)CCOCC2)cc1,-0.4%,16.3
Cc1ccc(OCC(=O)N/N=C/c2c[nH]c3ccccc23)c([N+](=O)[O-])c1,19.0%,20.1
CCOC(=O)C1=C(C)NC2=C(C(=O)CCC2)C1c1cc(OC)ccc1OC (stereo not given),i,-5.7
CCCCN(CC)CCCNC(=O)c1cc2cc3ccc(C)cc3nc2o1,-4.7%,-0.9

# One compound at a time (already shown). Screens in order: S3 lipid droplet | S3 lipid droplet cell count max
# `CCCCN(CC)CCCNC(=O)c1cc2cc3ccc(C)cc3nc2o1` is listed as -4.7% | -0.9
# `Cc1nc(N)nc(COc2ccccc2)n1` is listed as ? | .
# `Cc1ccc(NC(=O)N2CCCCC2)cc1NC(=O)N1CCCCC1` is listed as -4.1% | 4.9
# `CCn1nc(NS(=O)(=O)c2ccc(C)cc2)c2cc3ccccc3nc21` is listed as i | -13.7
# `COc1cccc(CN(C)Cc2c(O)ccc3ccccc23)c1` is listed as i | -22.9

# New compounds follow.
SMILES,S3 lipid droplet,S3 lipid droplet cell count max
CC(CC(=O)Nc1ccc(F)cc1)S(=O)(=O)c1ccc2c(c1)NC(=O)CO2 (stereo not given),?,.
O=C(CN1CCN(c2ccccc2O)CC1)Nc1ccnn1C1CCCC1,?,.
CS(=O)(=O)N(CCc1ccccc1)CC(=O)NCc1ccc(Cl)cc1,-16.7%,-11.7
Cc1ccc(OCC(=O)c2ccc(Cl)s2)c([N+](=O)[O-])n1,?,.
CCNC(=O)COC(=O)c1cc(-c2ccc(OC)cc2)nc2ccccc12,4.8%,-13.7
COc1ccc(CNC(=O)N2CCc3ccccc3C2)cc1Cl,17.9%,9.4
Cc1cc(=O)oc2c(C)c(OCC(=O)NCC3CCC(C(=O)O)CC3)ccc12 (stereo not given),-21.2%,2.6
CCC(CC)=N/N=C/c1c(O)n(CC)c2cc(C3=NNC(=O)CC3)ccc12,?,.
OC(COc1ccccc1)CN1CCCCCC1 (stereo not given),?,.
COc1ccc(-c2noc(CN(C)C(=O)CCN3C(=O)[C@H]4CC=CC[C@H]4C3=O)n2)cc1,i,7.8
COc1ccccc1C(=O)N/C(=C\c1ccc(Br)cc1)C(=O)NCCO,?,.
CCOC(=O)C1=C(C)NC(=O)/C1=C\N(C)C,14.2%,-10.2
COC(=O)c1ccccc1SC1CC(=O)N(c2cccc(C)c2)C1=O (stereo not given),?,.
CCCc1nnc(NC(=O)CCC(=O)N2CCN(c3ccccn3)CC2)s1,27.7%,-4.7
Cc1ccc(S(=O)(=O)Cn2nnnc2C(CC(C)C)N2CCN(C(=O)c3ccco3)CC2)cc1 (stereo not given),?,.
O=C(c1ccc(Cn2ccc([N+](=O)[O-])n2)cc1)N1CCN(Cc2ccccc2)CC1,14.4%,0.3
COc1ccc(OCc2cc(C(=O)N3CCCN(C(C)=O)CC3)no2)c(Cl)c1,?,.
CNC(=O)/C(C#N)=C/c1cn(CC(=O)OC)c2ccccc12,7.7%,22.5
Cc1ccc2nc(SCC(=O)NCC3CCCO3)c(C#N)cc2c1 (stereo not given),15.2%,3.1
COC(=O)c1cc(OC)c(OC)cc1NC(=O)CN1CCCCC1,?,.
Cn1c(=O)c2c(ncn2CC(=O)N/N=C/C=C/c2ccccc2)n(C)c1=O,4.8%,6.4
CC1CCCC(C)N1S(=O)(=O)c1ccc(Cl)cc1 (stereo not given),-21.1%,-26.8
CCOC(=O)C1CCN(C(=O)c2cc3c(=O)n4ccccc4nc3s2)CC1,?,.
N#Cc1c(N)nc2c(c1-c1cccc(O)c1)CCCCCC2,-13.7%,-2.0
CCOC(=O)C1(CCc2ccccc2)CCN(C(=O)C2CCOCC2)CC1,-11.4%,-2.1
O=C(Cc1ccc(F)cc1)N(c1ccc(F)cc1)C1C=CS(=O)(=O)C1 (stereo not given),-7.5%,-9.3
COc1ccc(S(=O)(=O)N[C@@H](C)C(=O)OCC(=O)Nc2cc3oc4ccccc4c3cc2OC)cc1,?,.
CCOC(=O)Nc1nnc(Cc2ccc(Cl)c(Cl)c2)s1,?,.
Cc1ccc2nsnc2c1S(=O)(=O)N(Cc1cc2cccc(C)c2[nH]c1=O)CC1CCCO1 (stereo not given),?,.
COc1cc(C2C(C#N)=C(N)Oc3c2ccc2ccccc32)ccc1OCC(=O)Nc1cccc(C)c1 (stereo not given),?,.
CN(C)S(=O)(=O)c1cc(C(=O)NCCCn2ccc3ccccc32)ccc1Cl,?,.
CCCCNC(=O)CC1SC(=NCC)N(CC)C1=O (stereo not given),?,.
CCC(C)n1[nH]c(=O)cc1N (stereo not given),-2.0%,5.9
O=P(Cc1cccc[n+]1[O-])(c1ccccc1)c1ccccc1,-0.2%,0.3
C/C(O)=c1/cnc2nc3ccccc3n2c1=O,?,.
COc1cc([C@@H]2c3cc4c(cc3[C@@H](NC3CCN(Cc5ccccc5)CC3)[C@H]3COC(=O)[C@H]23)OCO4)cc(OC)c1O,?,.
C/C(=N\NC(=O)c1cccc(F)c1)c1ccc(NC(=O)Cc2ccccc2)cc1,?,.
O=C(NCCc1ccccc1)c1cccc([N+](=O)[O-])c1,?,.
CSc1nc2n(n1)C(C)C1=C(CCCC1=O)N2 (stereo not given),?,.
CCOC(=O)C(=O)Nc1ccccc1C(=O)Nc1ccc(OC)cc1,i,.
CCc1ccc(OCCSc2nc3ccccc3n2CC(=O)O)cc1,?,.
O=C(CSc1nnc2c(n1)[nH]c1ccccc12)N1CCCCC1,?,.
COc1ccc(C2NC(c3ccc(OC)cc3)C([N+](=O)[O-])C(C)(C)C2[N+](=O)[O-])cc1 (stereo not given),24.3%,-3.7
Cc1c(N=C/C=C2\N(C)c3ccccc3C2(C)C)c(=O)n(-c2ccccc2)n1C,?,.
CCOC(=O)c1cc(-c2ccccc2)sc1NC(=O)C(C)Sc1nnnn1C (stereo not given),?,.
O=C(Nc1cccc(S(=O)(=O)N2CCCC2)c1)c1cc(S(=O)(=O)N2CCOCC2)ccc1F,26.7%,-24.0
Cc1cc(C)c2cc(C#N)c(N3CCCN(C(=O)c4cnccn4)CC3)nc2c1,?,.
COc1ccc(/C=C(\NC(=O)/C=C/c2ccco2)C(=O)NCCc2nc3ccccc3[nH]2)cc1,?,.
CCOC(=O)N1CCN(C(=O)c2ccc(CS(=O)(=O)c3ccc(OC)cc3)o2)CC1,i,.
Cc1cc2nc3c(nc2cc1C)C(O)=C3O,?,.
CC(C)C(=O)Nc1nnc(CCc2ccccc2)s1,6.5%,18.1
CCCCC(=O)Nc1ccc2c(c1)nc1n2CCN(CCOC)C1,-8.0%,9.2
C#CCn1cc(/C=N/NC(=O)c2cc3ccccc3o2)c2ccccc21,?,.
CCN(C(=O)CSc1ncn[nH]1)c1cccc2ccccc12,8.0%,1.0
N#CC1=C(SCc2ccccc2)NC(=O)C(C#N)C12CCCC2 (stereo not given),?,.
COc1cc([N+](=O)[O-])cc(/C=N/NC(=O)C(O)(c2ccccc2)c2ccccc2)c1O,1.2%,-4.2
COc1ccc2c(c1)[C@H]1[C@H](CO2)[C@H](c2ccccc2)[C@]2(C)C(=O)Nc3cc(Cl)ccc3C(=O)N12,?,.
